Source: PubChem BioAssay
All columns: NCI-60 one-dose screen, growth in % after 48 h at 10 µM unless noted; 100 = growth as untreated, 0 = no growth, -100 = all killed.
HCT-116 – HCT-116 colon cancer; 7.3% of 82,000 active
HCT-15 – HCT-15 colon cancer; 5.2% of 82,000 active
SW-620 – SW-620 colon cancer. 5.2% of 82,000 active. AID 1794795
NCI-H460 – NCI-H460 lung cancer; AID 1794736; 6.8% of 82,000 active
HT29 – HT29 colon cancer; 7.4% of 81,000 active
NCI-H226 – NCI-H226 lung cancer | 3.5% of 79,000 active
NCI-H322M – NCI-H322M lung cancer | 2.7% of 80,000 active | AID 1794733
KM12 – KM12 colon cancer cells | 5% of 82,000 active | AID 1794800
COLO 205 – COLO 205 colon cancer; 7.3% of 79,000 active; AID 1794742
The depositor's hits bear a star; / = not tested or not shown; & = joins results of further samples. The calls were made as follows: active = growth percent below 10; inactive = the rest.

Fields: HCT-116	HCT-15	SW-620	NCI-H460	HT29	NCI-H226	NCI-H322M	KM12	COLO 205
O=C1CC(c2ccccc2)CC2=C1C(c1c[nH]c3ccc(Br)cc13)Cc1cc(Br)ccc1N2 (stereo not drawn)
 : 33.6	41.6	56.8	44.2	28.3	57.4	69.6	50.8	64.9
O=c1[nH]nc2c3c(cccc13)NC(CN1Cc3ccccc3C1)=N2
 : 76.7	88.5	85.0	92.8	68.7	79.7	95.4	82.9	93.6
CCCCCCCOC(=O)c1ccc(C(C)C)cc1
 : 89.0	103.8	102.5	105.9	95.8	/	99.7	103.4	106.2
Cc1nn(CCO)c(C)c1N=[N+]([O-])c1c(C)nn(CCO)c1C
 : -81.9*	-4.2*	-61.2*	76.3	-14.0*	-28.5*	98.5	81.0	-85.6*
COc1cc2nc(N3CCC[C@@H](NC(=O)c4ccco4)C3)nc(N)c2cc1OC
 : 68.2	97.8	73.1	69.1	70.8	81.2	105.9	64.7	73.9
OC1CNC(=S)NC1
 : 93.7	101.4	99.7	105.5	113.4	89.5	90.6	113.0	114.9
Cc1ccc(S(=O)(=O)N/N=C2\C(=O)C3CCC2C3Cl)cc1 (stereo not drawn)
 : 106.4	98.8	106.5	109.2	105.4	103.1	/	96.3	99.1
CSc1ccc(CCNc2nc(N)nn2S(=O)(=O)c2ccc(NC(C)=O)cc2)cc1
 : 91.1	107.8	107.2	101.2	103.6	90.4	107.0	104.8	103.8
O=C(NNC(=S)Nc1ccccc1)c1ccc(Nc2ncnc3c2cnn3-c2cccc(F)c2)cc1
 : 102.7	91.1	104.2	103.8	105.9	100.1	93.4	103.1	122.9
COc1ccc(/C=N/Nc2ncnc3c2c(C)nn3-c2ccc([N+](=O)[O-])cc2)cc1
 : 104.2	93.3	102.0	109.7	97.0	91.2	99.1	95.5	114.7
CC(C)=CCC/C(C(=O)O)=C1/[C@@H](O)C[C@@]2(C)[C@H]1C[C@@H](O)[C@H]1[C@@]3(C)CC[C@@H](O)[C@@H](C)[C@@H]3CC[C@@]12C
 : 96.9	96.7	99.3	105.9	93.7	84.9	92.0	84.5	110.0
Nc1[nH]c(=O)[nH]c(=O)c1Br
 : 101.4&107.5	102.6&98.3	101.6&105.5	104.0&106.5	109.8&98.7	96.6&108.8	106.0&106.4	102.9&107.2	101.3&123.9
CC(C)c1ccc2occ(C=C3C(=O)NC(=O)NC3=O)c(=O)c2c1
 : 76.5	85.8	91.6	102.4	94.7	106.3	115.6	117.4	117.0
O=C(c1ccccc1)N1c2ccccc2CC1c1c[nH]c2ccccc12 (stereo not drawn)
 : 61.4	85.6	92.8	99.2	61.9	84.4	99.8	83.8	87.1
COc1ccc(C(=O)/C=C/c2cccc3ccccc23)cc1S(N)(=O)=O
 : -91.9*	-65.3*	-16.1*	2.2*	-39.5*	32.7	14.8	-61.2*	-78.6*
O=C(CSc1ccc(-c2ccc(Br)cc2)nn1)Nc1ccccc1
 : 94.4	92.8	107.5	103.6	109.6	94.4	98.8	93.0	115.7
COc1ccc(/C=N\Nc2nc(SCCC(C)C)nc(-c3ccc(OC)cc3)c2C#N)cc1
 : 21.1	74.6	49.6	13.9	55.0	88.9	80.8	83.0	68.0
CC(=O)Oc1ccc2c(c1)C(=O)CCCCCC(=O)O2
 : 99.5	100.4	108.9	115.0	103.1	/	103.4	97.2	112.7
CN(C)c1ccc(CNC(C(=O)c2ccccc2)c2ccccc2)cc1 (stereo not drawn)
 : 50.8	96.9	101.2	109.6	82.6	101.2	92.8	98.6	113.3
COc1cccc(-c2nn(-c3ccccc3)cc2-c2ccnc(Br)c2)c1
 : 63.6	77.8	96.0	75.5	75.4	72.8	86.7	81.9	92.6
COc1ccc(-c2n[nH]c(Cn3nnnc3-c3ccccc3)n2)cc1
 : 99.1	99.9	106.0	112.1	98.0	95.0	101.3	107.1	103.3
COc1cc(/C=N/NC(=O)c2ccc(S(C)(=O)=O)cc2)ccc1O
 : 96.0	104.3	105.7	105.7	82.5	101.2	95.5	101.5	101.7
CC1(C)CC[C@]2(c3nnc(-c4ccncc4)o3)CC[C@H]3C(=CC[C@H]4[C@@]3(C)CC[C@H]3C(C)(C)C(=O)CC[C@]43C)[C@@H]2C1
 : 29.0	61.1	59.0	40.4	50.9	60.6	94.4	70.0	67.9
O=C1NC(=O)C(c2ccccc2)(c2ccc(Cl)cc2)N1 (stereo not drawn)
 : 91.1	101.4	104.8	101.2	101.4	103.2	103.6	104.1	114.9
CCOc1ccc(NC(=O)CC(C)O)cc1 (stereo not drawn)
 : 97.2	84.5	101.2	104.3	106.0	101.3	103.4	95.3	/
CCc1c(C)c2cc(N=C3NC(=O)CS3)c(O)c(C)c2oc1=O
 : 101.6	98.3	104.1	112.1	83.1	108.4	88.6	100.4	109.2
Cc1ccc(C(=O)Nc2ccc(CNCCN3CCNCC3)c(C(F)(F)F)c2)cc1C#Cc1cnc2cccnn12
 : -58.5*	14.1	-11.1*	-44.9*	5.8*	97.1	55.3	-45.6*	-53.2*
CN(C)CC(=O)O
 : 105.7	98.5	101.7	102.1	107.8	/	109.9	102.5	102.6
OCC#Cc1cn(Cc2ccccc2)c2c(N3CCOCC3)ncnc12
 : 90.8	100.4	103.3	105.1	92.6	96.5	105.8	102.7	115.9
Cc1cc(N2CCCCC2)nc(N(CCNc2ccnc3cc(Cl)ccc23)Cc2ccccn2)n1
 : 16.2	17.6	45.7	41.5	13.1	63.5	68.8	55.2	/
S=c1[nH]c2cccnc2[nH]1
 : 111.7	104.8	87.4	82.4	96.9	107.4	95.0	103.7	107.8
COc1ccc(/C=C(\C#N)c2cc3ccccc3n2C(C)=O)cc1
 : 81.1	41.0	59.5	92.4	68.8	101.9	94.6	57.1	97.3
COc1ccc(OC)c(Nc2nc(SC(C)C)nc(-c3ccccc3)c2C#N)c1
 : 91.5	102.3	97.1	100.7	105.1	98.5	105.5	97.8	117.1
c1ccc(-c2c3c(n(C4CCCCC4)c2-c2ccccc2)N=NN2CCN=C32)cc1
 : 97.0	103.8	92.6	104.3	105.4	88.6	100.7	99.2	115.7
C=C1CCC2C3(C)COC(c4ccccc4)OC3CCC2(C)C1/C=C/C1=CCOC1=O (stereo not drawn)
 : 8.0*	45.6	25.6	93.6	/	85.8	64.3	28.7	17.4
CCc1c(C)c2ccc(O)c(N3C(=O)C(=O)N(c4ccccc4)C3=O)c2oc1=O
 : 102.4	98.8	102.8	108.1	100.7	113.7	104.5	99.2	112.4
C/C=C/c1nn2c(CCC(=O)c3nc4ccccc4[nH]3)nnc2s1
 : 87.1	84.8	94.4	92.9	93.4	89.6	83.7	95.4	/
COc1cccc2c(=O)c3c(sc12)c(NCCCNCCO)nc1ccccc13
 : 31.5	25.6	-73.9*	-75.1*	-43.8*	/	53.4	31.3	/
CC([C@H]1CCC2C3CCC4C[C@@H](N)CC[C@]4(C)C3CC[C@@]21C)N(C)C (stereo partly drawn)
 : 27.9	3.1*	40.2	/	15.1	112.0	77.3	51.3	6.1*
CC1(C)C(=O)C(C)(C)C1=NO
 : 101.2	101.9	100.7	102.7	101.8	97.6	124.5	104.1	120.1
CCOC(=O)N/N=C/c1cccc([N+](=O)[O-])c1
 : 108.0	83.3	110.9	100.6	112.6	100.9	109.0	96.8	119.4
CC1CC(C)(C)OB(OC(C)CC(C)(C)OB2OC(C)CC(C)(C)O2)O1 (stereo not drawn)
 : 99.9	103.8	116.8	111.1	99.2	106.8	102.2	101.4	93.8
Cc1cc(NS(=O)(=O)c2ccc(N=Nc3ccc(N)nc3N)cc2)nc(C)n1
 : 100.2	100.2	103.4	104.5	105.6	85.1	80.5	109.2	113.9
Cc1ccc([N+](=O)[O-])c(C)c1
 : 106.6	110.0	99.7	109.6	104.0	94.0	94.9	110.1	109.2
CCC1=C(c2ccc(OC)cc2)C(C)(C)Oc2cc(O)c(CN3CCCC3)cc21
 : 46.9	82.2	89.7	86.6	66.6	97.6	92.0	81.1	65.9
CCCCCCCCCC1OCC(C)O1 (stereo not drawn)
 : 93.6	99.7	107.2	103.3	97.7	97.2	105.4	100.4	104.1
CCCN(CCC)CCc1cccc2c1CC(=O)N2
 : 99.0	93.1	102.9	111.4	101.5	100.9	99.9	105.4	116.5
C[n+]1c(/C=C\c2ccc(Cl)cc2)ccc2ccccc21
 : 76.8	100.7	24.4	107.3	87.4	87.2	114.2	37.2	54.4
COc1ccc(-c2csc(NC(=O)c3ccc(Cc4n[nH]c(=O)c5cccnc45)cc3)n2)cc1
 : 91.9	85.8	95.2	97.4	104.1	71.4	/	98.5	109.5
O=C(CN1C(=O)/C(=C/c2cccs2)SC1=S)NCCc1c[nH]c2ccc(F)cc12
 : 101.0	101.5	102.3	100.8	110.3	93.5	97.6	100.8	146.4
COc1cc(CNC(=O)/C=C/c2ccccc2)ccc1OCc1cn(-c2ccccc2)nn1
 : 99.0	97.1	103.7	102.8	114.1	92.8	100.1	106.8	121.6
COc1cc(O)c(C(=O)O)c(OC)c1
 : 105.0	120.5	111.7	117.0	103.5	101.1	99.3	113.5	119.6
CCOC(=O)CCCc1cccc2ccccc12
 : 100.1	104.2	102.3	111.7	92.2	104.7	105.4	102.9	115.4
CCOc1ccc2nc(NC(=O)CN3CCN(CCN4C(=O)c5cccc6cccc(c56)C4=O)CC3)sc2c1
 : 45.4	56.1	71.2	78.7	45.8	84.9	92.0	63.2	70.4
NCC(=O)CCC(=O)O
 : 114.4	105.9	108.0	114.8	104.3	99.2	107.2	108.2	115.5
Fc1cccc(COc2ccc(Nc3ncnc4sc5c(c34)CCCC5)cc2Cl)c1
 : 88.7	84.5	93.3	90.1	78.7	93.5	69.0	92.6	103.7
COc1ccc(/C=C/C(=O)c2ccc(OC)c(S(=O)(=O)Nc3c(N)nc(SC)[nH]c3=O)c2)cc1
 : 24.0	113.6	103.1	99.8	93.6	105.0	89.8	97.0	114.3
O=C(CN1C(=O)c2ccccc2C1=O)c1ccc(Br)cc1
 : 107.4	101.2	97.7	106.3	99.1	100.8	94.9	109.6	99.3
Cn1c(=O)c2nc(CCC(=O)NC3CCCCC3)c(=O)[nH]c2n(C)c1=O
 : 102.6	106.4	95.7	100.6	110.3	97.2	100.8	101.0	108.7
CN(C)c1ccc(/C=C/C(=O)c2ccc3ncc(C(N)=O)c(Nc4ccc(Cl)cc4)c3c2)cc1
 : 99.9	99.4	97.6	101.6	103.2	90.2	93.1	104.4	106.4

Continuation.
Fields: HCT-116	HCT-15	SW-620	NCI-H460	HT29	NCI-H226	NCI-H322M	KM12	COLO 205
COc1ccc(/C=C/C(=O)c2cc3c(N)c(C(=O)Nc4cccc(Cl)c4C)sc3nc2C)cc1
 : 5.3*	5.6*	13.2	0.2*	-2.1*	34.8	33.1	7.8*	-28.9*
O=C(Nc1ccc2ccccc2c1[N+](=O)[O-])c1ccccc1
 : 85.9	51.1	95.1	92.3	85.9	/	111.7	46.8	99.0
Cc1cc[n+](-c2c3c(nc4ccccc24)-c2ccccc2C(C)(C)C3)cc1
 : 96.4	110.0	100.1	105.2	94.8	104.3	86.6	107.1	103.2
O=C(Nc1ccc(NC(=O)c2ccccc2)c2ccccc12)c1ccccc1
 : 107.4	109.4	106.2	109.3	104.7	106.9	112.6	105.5	109.8
O=C(CN1C(=O)S/C(=C\c2ccc(Cl)cc2)C1=O)Nc1ncc(Cc2ccccc2)s1
 : 97.2	100.4	93.6	98.6	108.0	98.0	92.1	104.8	102.5
CN1C(=O)S/C(=C2/SC(=S)N(C)C2=O)C1=O
 : 101.3	98.4	98.5	101.2	101.3	102.6	92.4	100.6	108.2
COc1ccc(/C=N/N=C(\C)c2nnn(-c3ccc([N+](=O)[O-])cc3)c2C)cc1
 : 117.8	95.9	104.0	107.1	106.5	96.1	92.1	104.3	109.5
Nc1c(C(=O)Nc2ccc(C(F)(F)F)cc2)sc2nc(-c3cnccn3)cc(-c3cccs3)c12
 : -62.1*	78.6	103.3	69.7	95.0	6.2*	81.8	95.6	103.6
N#Cc1c(-c2ccccc2)cc(-c2ccccc2)n(CC(=O)Nc2ccccc2N)c1=O
 : 84.1	53.8	97.1	83.7	110.9	98.9	103.0	103.2	119.3
CCCCCCCCCCN1CC2CCCCC2C1 (stereo not drawn)
 : 53.6	35.0	74.2	/	19.8	76.0	99.7	65.3	61.0
CCCCCNc1ccc(NCCCCC)c2c1C(=O)c1ccccc1C2=O
 : 91.1	92.8	102.8	107.4	/	103.8	96.2	107.2	104.8
CC(=O)c1cc2c(C)cc(=O)oc2cc1O
 : 108.2	114.9	105.7	110.0	118.2	108.2	105.9	115.9	119.0
